ELG1 DNA repair = ELG1-dependent DNA repair inhibition; HEK293T ELG1-luciferase reporter, luminescence, 16 h; DNA damage induced by 5-fluorouridine; Potency, µM (doses to about 46.1 µM), inactives show top-dose activity change, negative = inhibition, usual class: inhibitors; hit rate 2.3% among 330,000; also: potency is read from the fitted curve at half-maximal effect; % is scaled to controls: 0 for no effect and ±100 for the full control effect; nearly all actives have a fitted effect of over 55% in size
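DMSO vehicle served as the neutral condition. Each well held 2,000 cells given 5-fluorouridine plus compound; after 16 hr at 37 °C/5% CO2, ONE-Glo was added and luciferase measured 30 min later.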
TCR activator = activators of T cell receptors; primary human leukocytes, anti-CD3, IL-2 HTRF, 48 h; Potency, µM (titrated, usually from 9.22 µM), for inactives: top-dose activation of IL-2 secretion, hits mostly activators; 330,000 tested, under 10 active; AID 504894; also: % of control where 0% means no effect
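Primary human leukocytes receive a-CD3 beads and test compound and are incubated 48 hr. Secreted IL-2 is then assayed by HTRF, measuring 665nm acceptor emission after 320nm excitation of the europium donor.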
Tb PFK block = inhibitors of T. brucei phosphofructokinase | Potency, µM (doses to about 57.5 µM), inactives show at the top dose activity, negative = inhibition, usual class: inhibitors | T. brucei PFK, ADP-Glo luminescence | O15648 | hit rate 0.17% among 330,000;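 also: potency is read from the fitted curve at half-maximal effect; 0% = uninhibited 1x PFK enzyme wells and -100% = no-enzyme wells; nearly all actives have a fitted effect of over 60% in size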
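PFK 1.25 nM, F6P 0.5 mM, ATP 0.1 mM, 0.1 M TEA pH 8.0, 5 mM MgCl2, 0.01% Tween20, 0.1% BSA; 45 min RT. ADP-Glo readout. qHTS titration up to 57 uM; curves fitted, compounds curve-classed.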
USP2a block = blocks human ubiquitin-specific protease USP2a. O75604. USP2 core, Ub-CHOP2 coupled fluorogenic reporter, 485/531. Potency, µM (highest dose often 38.3 µM), for the others: at the top dose activity change, negative = inhibition, most hits filed as inhibitors. hit rate 0.01% among 330,000. AID 463254;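 also: potency is read from the fitted curve at half-maximal effect; plate controls were DMSO wells for no effect and full inhibition by NEM control for full effect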
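USP2 core (10nM final) preincubated 30min RT with compound in 20mM Tris-HCl pH 8.0, 2mM CaCl2, 2mM beta-mercaptoethanol, 0.05% CHAPS; 25nM Ub-CHOP2 plus 25nM reporter substrate added, fluorescence (Ex485/Em531) read after 60min.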
TSHR antagonist = blocks TSH signaling through the human TSH receptor. P16473. TSHR-expressing cells, TSH-stimulated cAMP HTRF, 2 h; stronger effect = lower value. activity change, negative = inhibition, % at 11.5 µM. hit rate 0.2% among 330,000. AID 504810;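 active = activity change below a set negative limit, meaning inhibition stronger than a set level, cut at about -70% in these data; inconclusive = activity change between two set negative limits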; also: % is scaled to controls: 0 for no effect and ±100 for the full control effect
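Antagonism was scored as loss of TSH-driven cAMP in TSHR cells, stimulated with 4nM TSH (EC80) for 2 hours at 37 deg C and detected by homogeneous HTRF competition immunoassay.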
B2AR arrestin = agonists driving beta-arrestin recruitment to human beta2-adrenergic receptor. P07550. beta-arrestin recruitment to beta2AR, cell-based reporter. Potency, µM (series often up to 46.1 µM), inactives show at the highest dose activation, hits mostly activators. hit rate 0.02% among 330,000;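 also: potency is read from the fitted curve at half-maximal effect; 0% = DMSO controls and full agonism = EC100 isoproterenol or metaproterenol; nearly all actives have a fitted effect of over 65% in size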
Mito fusion yeast = inhibitors of mitochondrial division or activators of mitochondrial fusion; S. cerevisiae fusion-defective mutant growth rescue, CellTiterGlo 48 h; AID 485298; hit rate 0.23% among 320,000; Potency, µM (doses to about 46.1 µM), inactives show at the highest dose growth rescue (activation), usual class: activators;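 also: potency is read from the fitted curve at half-maximal effect; % of control where 0% means no effect; nearly all actives have a fitted effect of over 45% in size; temperature-sensitive fusion mutants such as fzo1-1 at 37 °C on non-fermentable ethanol glycerol medium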
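Temperature-sensitive fusion-defective S. cerevisiae (e.g. fzo1-1, mgm1-5) were grown with compound in YPEG medium (3% ethanol, 3% glycerol) for 48 hours at 37C. Growth rescue was measured as viability by CellTiterGlo luminescence after 10 minutes at ambient.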
uPA generation = inhibitors of cell surface uPA generation | cell surface uPA generation assay, qHTS | Potency, µM (doses to about 38.3 µM), without a hit: top-dose activity change, negative = inhibition, hits mostly inhibitors | hit rate 0.31% among 330,000; active = well fitted inhibition curve with a large enough effect; inconclusive = small, poorly fitted or top-dose-only effect; inactive = no such curve, though single readings can be large or run the other way; tested in mouse RAW 264.7 cells; also: potency is read from the fitted curve at half-maximal effect; % is scaled to controls: 0 for no effect and ±100 for the full control effect; nearly all actives have a fitted effect of over 55% in size
TSG101-PTAP inh = blocks PTAP/TSG101 interaction to inhibit HIV-1 budding; Q99816; Fluorescence polarization, FITC-PTAP peptide / Tsg101 binding; Potency, µM (top dose mostly 115 µM), for inactives: top-dose activity change, negative = inhibition, usual class: inhibitors; 340,000 tested, under 10 active; AID 493005; active = well fitted inhibition curve with a large enough effect in the main read-out, with a control signal flat, not every such curve was filed as active; inconclusive = small, poorly fitted or top-dose-only effect, or effect the other way, or a change in a side signal; inactive = no such curve, though single readings can be large or run the other way; also: potency is read from the fitted curve at half-maximal effect; % of control where 0% means no effect
Target sequence (Q99816 whole entry, looked up): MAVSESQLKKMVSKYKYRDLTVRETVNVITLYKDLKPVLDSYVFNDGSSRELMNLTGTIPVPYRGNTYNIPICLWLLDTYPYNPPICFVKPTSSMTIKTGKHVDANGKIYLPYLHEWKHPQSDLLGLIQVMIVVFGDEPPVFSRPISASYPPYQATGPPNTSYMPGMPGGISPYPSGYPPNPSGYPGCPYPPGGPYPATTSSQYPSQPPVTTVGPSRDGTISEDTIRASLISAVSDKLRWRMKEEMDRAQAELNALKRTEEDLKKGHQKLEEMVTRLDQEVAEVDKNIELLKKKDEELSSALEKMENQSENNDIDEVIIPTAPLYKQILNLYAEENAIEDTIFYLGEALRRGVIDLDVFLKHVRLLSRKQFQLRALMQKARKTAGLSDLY
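Fluorescence anisotropy tracks displacement of a FITC-tagged PTAP peptide (50 nM) from the Tsg101 binding domain (10 uM), following a 20 min room-temperature incubation at pH 7.5.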
Chronic BCR inh = inhibitors of chronic active B-cell receptor signaling. ABC-DLBCL IkBa-CBG/CBR reporter, luminescence ratio, 4 h. Potency, µM (highest dose often 46.1 µM), for the others: at the top dose ratio change, negative = lower green/red ratio, most hits filed as inhibitors. hit rate 0.05% among 340,000; active = well fitted inhibition curve with a large enough effect in the signal ratio, with a control signal flat, not every such curve was filed as active; inconclusive = small, poorly fitted or top-dose-only effect, or effect the other way, or a change in a side signal; the % refers to the signal ratio;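 also: potency is read from the fitted curve at half-maximal effect; plate controls were basal doxycycline-induced cells for no effect and cells given 10 µM MG132 for full effect; MG132 reads +100%, hits lower the ratio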
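Cell line TMD8 (human ABC DLBCL), stably expressing tet-inducible CBG68-IkBa fusion and CBR; IMDM/0.5% FBS; cpd up to 46 uM; dox induction, 4 h, 37C/5% CO2; dual luminescence; green/red ratio; MG132 control.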
Eya2 phos inh = inhibitors of human Eya2 phosphatase activity; O00167; recombinant Eya2, OMFP fluorescence dephosphorylation (OMFP is methylfluorescein phosphate); Potency, µM (doses to about 76.9 µM), for the others: at the top dose activity, negative = inhibition, actives largely listed as inhibitors; hit rate 0.006% among 330,000; AID 488837; also: potency is read from the fitted curve at half-maximal effect; % is scaled to controls: 0 for no effect and ±100 for the full control effect
Target sequence (O00167 whole entry, looked up): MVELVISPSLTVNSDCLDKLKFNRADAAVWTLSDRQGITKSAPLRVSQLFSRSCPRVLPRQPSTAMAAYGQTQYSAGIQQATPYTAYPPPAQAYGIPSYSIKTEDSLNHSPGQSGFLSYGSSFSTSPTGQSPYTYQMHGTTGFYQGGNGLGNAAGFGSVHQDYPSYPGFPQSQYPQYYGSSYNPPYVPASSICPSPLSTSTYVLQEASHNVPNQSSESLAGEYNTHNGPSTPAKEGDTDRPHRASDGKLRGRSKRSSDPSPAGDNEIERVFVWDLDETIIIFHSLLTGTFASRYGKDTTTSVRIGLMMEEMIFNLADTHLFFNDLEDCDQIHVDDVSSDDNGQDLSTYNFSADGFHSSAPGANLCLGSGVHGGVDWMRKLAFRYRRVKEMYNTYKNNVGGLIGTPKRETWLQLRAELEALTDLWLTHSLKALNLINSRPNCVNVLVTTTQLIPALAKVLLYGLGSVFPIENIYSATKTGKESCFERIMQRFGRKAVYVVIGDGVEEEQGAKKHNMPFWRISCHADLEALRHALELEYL
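Eya2 protein (added as 0.2 uM solution) was preincubated with compound for 10 min at ambient temperature in 50 mM HEPES pH 7.5, 50 mM NaCl, 5 uM MgCl2, 0.05% BSA, 1 mM DTT. OMFP (added at 50 uM) then reacted 10 min; fluorescence read at 485/525 nm.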
An asterisk follows results filed as active; ? = inconclusive; . = no result given; & = joins results of further samples; [ ] = another dose, or the depositor's remark. Unless noted, calls follow the shape of the dose curve; as a rule, active = well fitted curve in the direction sought with a large enough effect; inconclusive = small, poorly fitted or top-dose-only effect, or another doubt; inactive = no such curve, though single readings can be large; an effect the other way counts as inactive or inconclusive.

SMILES,ELG1 DNA repair,TCR activator,Tb PFK block,USP2a block,TSHR antagonist,B2AR arrestin,Mito fusion yeast,uPA generation,TSG101-PTAP inh,Chronic BCR inh,Eya2 phos inh
C#Cc1cccc(NC(=O)c2ccc(Cl)cc2Cl)c1,?,1%,-1%,3%,-15,-0.9%,6%,?,1%,?,-9%
Cc1ccc(C(=O)Nc2ccccc2C(=O)NCc2ccco2)cc1,0%,4%,0%,1%,-13,-0.8%,.,10%,-3%,8%,-11%
Cc1ccc(CCNC(=O)C2CCCN(c3ncnc4c3nc3n4CCCCC3)C2)cc1 (configuration not stated),-4%,1%,1%,-2%,8,-1.0%,6%,-2%,-8%,4%,-2%
Cc1ncc([N+](=O)[O-])n1CCOC(=O)c1cc(Cl)cc(Cl)c1N,1%,3%[46.1 µM],-17%,-2%,-9,-0.4%,28%,-1%,-3%,-4%,-6%
Cc1cccc(OC(C)C(=O)Nc2cc(S(=O)(=O)N3CCCCC3)ccc2C)c1 (configuration not stated),-3%,-28%,-1%,-1%,-22,0.4%,1%,15%,1%,-1%,-2%
CCCN1C(=O)/C(=C/c2cc(C)n(C)c2C)SC1=Nc1ccc(OCC)cc1,?,0%,2%,-4%,-3,-0.5%,3%,-9%,-2%,8%,5%
O=C(O)CCC1(C(=O)O)OCCc2ccccc21 (configuration not stated),1%,-32%,-3%,3%,-3,-0.1%,-5%,5%,-11%,0%,0%
Cc1cccc(CN2CCSCC2)c1,-2%,-3%,4%,-1%,-4,0.3%,-1%,4%,-4%,0%,-17%
COc1ccc(CCNC(=O)c2nn(C)c3c2CS(=O)(=O)c2ccccc2-3)c(OC)c1,23µM*,-8%,-2%,2%,-6,0.3%,12%,-5%,-3%,-21%,0%
CCCNC(=O)Cn1c(=O)/c(=C\c2ccc(-c3ccc([N+](=O)[O-])cc3)o2)s/c1=C\C(=O)C(C)(C)C,?,-3%[46.1 µM],1%,12%,-4,-0.6%,3%,13%,?,?,8%
CC(=O)Cn1ncc(N2CCOCC2)c(Cl)c1=O,13%,-13%,-1%,3%,-3,5.5%,2%,-7%,-10%,2%,-1%
FC(F)Oc1ccc(/C=N/c2c(-c3ccc(OC(F)F)cc3)nc3n2CCS3)cc1,-28%,10%[46.1 µM],0%,0%,1,-0.4%,4%,1%,-9%,-2%,-3%
COc1ccc(C(CNC(=O)COc2ccccc2C)N2CCCC2)cc1 (configuration not stated),-11%,-6%,-9%,-1%,-7,0.0%,-1%,4%,.,0%,5%
CCCCc1c(O)nc(SCC(=O)N2CCCCCC2)[nH]c1=O,-2%,-1%,2%,1%,-8,-0.2%,-4%,0%,-9%,-1%,15%
CC(C)CCOC(=O)C[N+](C)(C)CCOC1CC2CCC1(C)C2(C)C (configuration not stated),?,-1%,2%,1%,-1,-0.3%,29%,10µM*,-7%,?,-10%
COC(=O)[C@]1(Cc2ccccc2)N[C@H](c2ccc(-c3ccc(Cl)c(Cl)c3)cc2)[C@@H]2C(=O)N(C)C(=O)[C@@H]21,3%,-5%,0%,-1%,-9,2.7%,29%,-27%,-3%,-11%,2%
Cc1ccc(NC(=O)CSCC(=O)NC2=NCCS2)cc1,15%,6%,5%,0%,0,-1.1%,0%,8%,-1%,-1%,-5%
CCCCc1cc(=O)oc2cc(OCC(=O)NCC3CCC(C(=O)O)CC3)ccc12 (configuration not stated),9%,-7%,-9%,1%,0,-0.3%,1%,-4%,3%,-5%,2%
CS(=O)(=O)Nc1cccc(C(=O)CC2(O)C(=O)Nc3ccc(Br)cc32)c1 (configuration not stated),-10%,12%,-5%&-5%,-2%&5%,3&4,-0.2%&0.0%,-2%&-3%,-11%,1%,?,-2%&-2%
CCOC(=O)c1ccc(N2C(=O)CC(Nc3ccc(O)cc3)C2=O)cc1 (configuration not stated),2%,-2%,2%,4%,-1,0.1%,-4%,-9%,0%,?,2%
CC1CCCC(C)N1C(=O)c1ccc(S(=O)(=O)N2CCCC2)cc1 (configuration not stated),-7%,-8%,4%,0%,4,-0.3%,3%,-2%,-9%,-1%,-5%
COC(=O)c1ccc(NC(=O)c2cc3c(CO)cnc(C)c3oc2=Nc2cccc(C(N)=O)c2)cc1,3%,-2%,-19%,1%,10,0.0%,-16%,5%,-5%,?,-3%
O=C(NCCc1ccccc1C(F)(F)F)C1CCC(=O)N(C2CC2)C1 (configuration not stated),-5%,-2%,0%,1%,-7,-0.2%,-1%,9%,.,-4%,-11%
CC(C)(C)OC(=O)N[C@@H](C(=O)OC(C)(C)C)c1ccc2ccccc2c1,26%,-7%,1%,5%,71,0.1%,4%,-8%,1%,1%,0%
O=c1cnc2cc([N+](=O)[O-])ccc2[nH]1,3%,-5%,5%,3%,4,0.0%,-5%,-4%,-2%,25%,-9%
CCc1cccc(NC(=S)N(CCN(C)C)C(C)c2ccncc2)c1 (configuration not stated),-7%,9%,4%,-5%,-7,0.1%,-4%,6%,-1%,0%,13%
COc1cc(C(=O)OC(C)c2ccc(F)cc2)ccc1OCC(=O)N1CCOCC1 (configuration not stated),-28%,3%,2%,0%,-5,0.0%,3%,10%,0%,?,0%
COc1ccc(-n2c(C)cc(-c3cn4cccc(C)c4n3)c2C)cc1,?,-3%,11%,3%,5,-0.9%,-6%,-18%,1%,-10%,-3%
Cc1cccn2c(=O)c3cc(C(=O)NCc4ccco4)c(=N)n(C(C)C)c3nc12,?,-6%,16%,-1%,5,-0.4%,5%,-11%,-4%,0%,7%
O=C(Cc1cccc(NC(=O)C2CCCN(C(=O)C3CC3)C2)c1)Nc1cccc(C(=O)N2CCCC2)c1 (configuration not stated),12%,0%,9%,3%,1,0.1%,5%,5%,-4%,2%,8%
Clc1nnc(N2CCCCC2)c2ccccc12,?,0%,-1%,11%,2,0.1%,11%,-14%,-4%,2%,2%
CC(=O)c1cccc(Oc2ncccn2)c1,3%,-2%,2%,0%,5,0.2%,-1%,0%,-3%,0%,0%
CCc1nc(SCC(=O)Nc2ccc([N+](=O)[O-])cc2)n[nH]1,29%,-6%,-13%,2%,14,0.3%,0%,0%,-6%,-1%,12%
O=c1oc2ccccc2cc1-c1nc2c(s1)CCCC2,?,0%,1%,-1%,-1,0.2%,-2%,.,0%,-1%,0%
COc1ccccc1NC(=O)c1ccc(NC(=O)CN2CCN(C(=O)c3ccco3)CC2)cc1,-3%,-1%,-5%,-1%,-9,-0.4%,-10%,13%,-1%,6%,2%
CCC(C)(C)NC(=O)C(c1ccc(OC)cc1)N(C(=O)CCC(=O)Nc1cc(C)on1)c1ccc(OC)c(OC)c1 (configuration not stated),-4%,-5%,6%,3%,-11,-0.4%,12%,-16%,0%,0%,6%
CCN1C(=O)c2ccccc2S(=O)c2ccc(C(=O)NCCCN3CCCC3=O)cc21 (configuration not stated),19%,-9%[46.1 µM],-1%,4%,8,0.0%,-3%,-5%,0%,2%,4%
Cc1oc(C(C)(C)C)cc1C(=O)Nc1cccc(C(=O)O)c1,?,.,3%,5%,-3,-0.2%,-2%,.,-3%,11%,12%
O=C1Cc2cc(S(=O)(=O)Nc3ccccc3Cl)cc3c2N1CCC3,2%,3%,-9%,1%,-6,0.2%,9%,3%,-3%,11%,-9%
C=C(C)C(=O)Nc1cccc(C2=NOC3(C2)C[C@@H](C(N)=O)N(C(=O)/C=C/C=C/C)C3)c1 (some centres not stated),-3%,-5%,3.8µM*,-1%,1,-0.1%,22%,19%,0%,?,-6%

Screens deposited in PubChem BioAssay by National Center for Advancing Translational Sciences (NCATS).
